GLA spleen mod = inhibits or activates alpha-galactosidase in human spleen homogenate; 240,000 tested, 0.008% active; Potency, µM (series often up to 80 µM), inactives show at the top dose activity change, negative = inhibition, hits mostly inhibitors; human spleen homogenate, 4MU-alpha-Gal fluorescence, 40 min; P06280; AID 2107;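 also: 0% = enzyme with vehicle and -100% = no enzyme basal signal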
Target sequence (P06280 32-429 limits assumed): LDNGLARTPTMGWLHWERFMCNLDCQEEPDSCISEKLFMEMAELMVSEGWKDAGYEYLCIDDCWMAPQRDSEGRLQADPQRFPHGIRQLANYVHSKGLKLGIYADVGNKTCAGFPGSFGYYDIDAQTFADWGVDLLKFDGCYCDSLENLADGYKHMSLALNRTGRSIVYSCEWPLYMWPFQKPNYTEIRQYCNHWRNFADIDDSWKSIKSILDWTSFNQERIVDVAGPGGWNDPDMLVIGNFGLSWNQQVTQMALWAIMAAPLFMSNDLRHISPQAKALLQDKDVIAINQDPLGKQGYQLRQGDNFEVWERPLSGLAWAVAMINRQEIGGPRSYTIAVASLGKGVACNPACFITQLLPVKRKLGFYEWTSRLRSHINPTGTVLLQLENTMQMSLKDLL
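Human spleen homogenate (1 ug) as enzyme source, 4-methylumbelliferyl-alpha-D-galactopyranoside 1 mM final, citrate/phosphate pH 5.0 with 0.01% Tween-20. Compounds 40 min at 37C, NaOH/glycine stop; fluorescence Ex 365/Em 440, Hill-fit AC50.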
Tau fibril ThT = inhibitors of human tau fibril formation, thioflavin T binding; P10636; recombinant tau K18 P301L, heparin-induced fibrillization, ThT fluorescence; Potency, µM (series often up to 57.4 µM), for the others: top-dose activity, negative = inhibition, actives largely listed as inhibitors; 270,000 tested, 2.1% active; AID 1460; also: nearly all actives have a fitted effect of over 55% in size
Target sequence (P10636 561-689 P618L limits assumed): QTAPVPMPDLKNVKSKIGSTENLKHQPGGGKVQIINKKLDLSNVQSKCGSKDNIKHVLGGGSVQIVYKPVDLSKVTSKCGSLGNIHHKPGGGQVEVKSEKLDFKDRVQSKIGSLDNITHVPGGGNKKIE
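Heparin-induced (20 uM) aggregation of recombinant human K18 P301L tau, 15 uM unlabeled with 0.24 uM labeled, pH 7 acetate buffer, 6 hr at 37 C with compound. Fibrils quantified by 30 uM ThT fluorescence after 1 hr ambient incubation.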
TRb-SRC2 inh = inhibitors of human thyroid hormone receptor beta-SRC2 interaction. P10828. TRbeta-SRC2 peptide binding, fluorescence polarization; receptor liganded with 1 µM T3. Potency, µM (titrated, usually from 106 µM), for the others: top-dose activity change, negative = inhibition, usual class: inhibitors. 280,000 tested, 0.065% active;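 also: plate controls were bound peptide for no effect and peptide without receptor for full effect; nearly all actives have a fitted effect of over 50% in size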
Target sequence (P10828 whole entry, looked up): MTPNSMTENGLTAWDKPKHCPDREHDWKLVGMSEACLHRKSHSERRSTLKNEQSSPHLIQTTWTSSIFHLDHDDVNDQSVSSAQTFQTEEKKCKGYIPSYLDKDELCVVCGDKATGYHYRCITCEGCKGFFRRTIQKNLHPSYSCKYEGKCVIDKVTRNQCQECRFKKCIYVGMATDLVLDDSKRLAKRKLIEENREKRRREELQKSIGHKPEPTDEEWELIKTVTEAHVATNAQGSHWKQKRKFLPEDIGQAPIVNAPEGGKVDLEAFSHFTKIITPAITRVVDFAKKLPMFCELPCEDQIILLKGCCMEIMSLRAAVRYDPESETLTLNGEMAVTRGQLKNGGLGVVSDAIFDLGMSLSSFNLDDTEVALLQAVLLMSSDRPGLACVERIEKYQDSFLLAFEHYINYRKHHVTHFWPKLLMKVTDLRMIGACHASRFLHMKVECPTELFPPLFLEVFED
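Fluorescence polarization of 20 nM Texas Red SRC2 peptide with 0.6 uM human TRb ligand-binding domain, in Tris buffer with 1uM T3 and 5% DMSO. Incubated 5 hr ambient; normalized to unbound and bound controls.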
TR SRC2 fluor cs = Texas Red fluorescence interference in TRb-SRC2 counter-screen; TRb/SRC2 Texas Red total fluorescence interference; Potency, µM (highest dose often 106 µM), for inactives: at the highest dose fluorescence change, negative = quenching; 280,000 tested, 0.29% active; active = well fitted curve in either direction with a large enough effect; inconclusive = small, poorly fitted or top-dose-only effect
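Flags fluorescent or light-absorbing compounds by total fluorescence, S + 2P, at 555 nm excitation and 632 nm emission. Mixture: 20 nM Texas Red SRC2 peptide, 0.6 uM human TRb LBD, 1 uM T3, 5% DMSO; compound exposure 5 h at ambient temperature.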
Tau fibril FP = inhibitors of human tau fibril formation | Potency, µM (series often up to 57.7 µM), without a hit: at the highest dose activity, negative = inhibition, hits mostly inhibitors | K18 P301L tau heparin fibrillization, Alexa594 FP, 6 h | 280,000 tested, 0.39% active; also: nearly all actives have a fitted effect of over 55% in size
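Quantitative HTS format: compounds meet 15 uM recombinant K18 P301L tau and Alexa 594-tau tracer in 100 mM sodium acetate pH 7; 20 uM heparin triggers fibrillization at 37 C over 6 hr; FP gives the signal.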
L3MBTL1 block = inhibitors of human L3MBTL1. AlphaScreen L3MBTL1–H3K9me1 peptide binding. 230,000 tested, 0.66% active. Potency, µM (doses to about 57.1 µM), for inactives: at the top dose activity, negative = inhibition, hits mostly inhibitors. AID 485360; also: nearly all actives have a fitted effect of over 60% in size
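First, the protein-peptide complex forms for 30 min at room temperature (L3MBTL1 50 nM, biotinylated H3K9me1 peptide 75 nM). Next, compounds are pin-transferred and incubated 30 min. Finally, AlphaScreen beads are added and read after 30 min.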
Tau fluor cs = counter-screen for tau fibril formation inhibitors; tau K18 P301L Alexa594 fluorescence, heparin fibrillization; 280,000 tested, 0.93% active; Potency, µM (highest dose often 57.7 µM), without a hit: at the highest dose activity change, negative = decrease; AID 1463; also: nearly all actives have a fitted effect of over 55% in size
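Human tau K18 P301L (15 uM unlabeled, 0.24 uM Alexa 594-labeled) in 100 mM sodium acetate pH 7 with 20 uM heparin, 6 hr at 37 C. ThT 30 uM added, 1 hr ambient; Alexa 594 FP and total fluorescence read at 555/632 nm.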
ALDH1A1 block = blocks purified human ALDH1A1 activity; 220,000 tested, 7.3% active; Purified ALDH1A1, NADH fluorescence, propionaldehyde substrate; P00352; Potency, µM (doses to about 75.3 µM), for inactives: at the top dose activity, negative = inhibition, actives largely listed as inhibitors; active = well fitted inhibition curve with a large enough effect, not every such curve was filed as active; inconclusive = small, poorly fitted or top-dose-only effect, or another doubt; inactive = no such curve, though single readings can be large or run the other way;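 also: plate controls were no enzyme wells and a reference inhibitor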
The depositor's hits bear a star. Unless noted, calls follow the shape of the dose curve; as a rule, active = well fitted curve in the direction sought with a large enough effect; inconclusive = small, poorly fitted or top-dose-only effect, or another doubt; inactive = no such curve, though single readings can be large; an effect the other way counts as inactive or inconclusive. Unless noted, % is scaled to controls: 0 for no effect and ±100 for the full control effect; potency is read from the fitted curve at half-maximal effect.

`Cc1onc(-c2ccccc2Cl)c1C(=O)Nc1ccccc1` gave GLA spleen mod 1.4%, Tau fibril ThT -7.9%, TRb-SRC2 inh -2.5%, TR SRC2 fluor cs 1.2%, Tau fibril FP -0.6%, L3MBTL1 block 4.3%, Tau fluor cs -6.6% and ALDH1A1 block -16.3%.
O=C(O)CN1C(=O)CNC1=O was read as GLA spleen mod -1.7%, Tau fibril ThT -1.6%, TRb-SRC2 inh -14.8%, TR SRC2 fluor cs -1.4%, Tau fibril FP 7.0%, L3MBTL1 block 3.4%, Tau fluor cs -0.9% and ALDH1A1 block 3.1%.
For COc1cc(C)c(NC(=O)C(=S)N2CCCC2)cc1C the results were GLA spleen mod -2.5%, Tau fibril ThT inconclusive, TRb-SRC2 inh 7.3%, TR SRC2 fluor cs 0.3%, Tau fibril FP 8.3%, L3MBTL1 block -7.7%, Tau fluor cs -12.1% and ALDH1A1 block 5.1%.
COc1cc(C)nc(NS(=O)(=O)c2ccc(C)cc2)n1 was read as GLA spleen mod -6.9%, Tau fibril ThT 1.6%, TRb-SRC2 inh 3.3%, TR SRC2 fluor cs -3.6%, Tau fibril FP 6.4%, L3MBTL1 block 0.8%, Tau fluor cs 5.4% and ALDH1A1 block 4.8%.
Screening Cc1nc2ncnn2c(C)c1CCC(=O)O returned GLA spleen mod 6.9%, Tau fibril ThT -3.4%, TRb-SRC2 inh -11.0%, TR SRC2 fluor cs -1.0%, Tau fibril FP -1.4%, L3MBTL1 block -5.3%, Tau fluor cs 2.6% and ALDH1A1 block 5.3%.
COc1ccc(Oc2c(Cl)cnn(-c3ccc(F)cc3)c2=O)cc1 was read as GLA spleen mod -0.8%, Tau fibril ThT -14.3%, TRb-SRC2 inh 1.0%, TR SRC2 fluor cs 0.7%, Tau fibril FP -4.8%, L3MBTL1 block 3.5%, Tau fluor cs -13.4% and ALDH1A1 block 19.0%.
`COc1ccc(NC(=O)CC(C)c2ccccc2)c([N+](=O)[O-])c1` (stereo not given) gave GLA spleen mod -1.7%, Tau fibril ThT -8.8%, TRb-SRC2 inh -0.7%, TR SRC2 fluor cs -0.2%, Tau fibril FP 8.5%, L3MBTL1 block -11.8%, Tau fluor cs -8.0% and ALDH1A1 block -9.6%.
Screening Cc1ccc(C(NC(=O)N2CCCC2)C(Cl)Cl)cc1F (stereo not given) returned GLA spleen mod -4.7%, Tau fibril ThT -3.7%, TRb-SRC2 inh -13.0%, TR SRC2 fluor cs -1.3%, Tau fibril FP 1.4%, L3MBTL1 block 18.3%, Tau fluor cs 0.8% and ALDH1A1 block 11.2µM*.
CCC(SC1=NCCS1)C(=O)Nc1nnc(-c2ccccc2OC)s1 (stereo not given) was read as GLA spleen mod 2.4%, Tau fibril ThT inconclusive, TRb-SRC2 inh -3.1%, TR SRC2 fluor cs -1.6%, Tau fibril FP 3.9%, L3MBTL1 block -9.0%, Tau fluor cs -21.4% and ALDH1A1 block inconclusive.
`Cc1ccc(C(=O)Nc2onc(C)c2C#N)cc1` gave GLA spleen mod 1.9%, Tau fibril ThT -9.3%, TRb-SRC2 inh -11.1%, TR SRC2 fluor cs -0.5%, Tau fibril FP 7.9%, L3MBTL1 block 6.3%, Tau fluor cs 0.6% and ALDH1A1 block 25.1µM*.
`CC(C)c1ccc2oc(-c3cc(NC(=O)c4cccnc4)ccc3Cl)nc2c1` gave Tau fibril ThT 2.1%, TRb-SRC2 inh 1.9%, TR SRC2 fluor cs -4.9%, Tau fibril FP 7.94µM* and Tau fluor cs inconclusive.
Screening COc1ccc(-c2nnc(NC(=O)c3ccc(F)cc3)o2)cc1 returned GLA spleen mod -3.0%, Tau fibril ThT -15.9%, TRb-SRC2 inh 7.2%, TR SRC2 fluor cs 1.1%, Tau fibril FP -3.8%, L3MBTL1 block 18.1%, Tau fluor cs -5.1% and ALDH1A1 block 10.7%.
`CCOCc1nnc(NC(C)=O)s1` gave GLA spleen mod 8.8%, Tau fibril ThT -0.8%, TRb-SRC2 inh -2.3%, TR SRC2 fluor cs 1.6%, Tau fibril FP -1.8%, L3MBTL1 block 2.6%, Tau fluor cs -3.4% and ALDH1A1 block -0.3%.
For CC(=O)Nc1ccc(OC(=O)C(CCS(C)(=O)=O)N2C(=O)c3ccccc3C2=O)cc1 (stereo not given) the results were GLA spleen mod 5.3%, Tau fibril ThT -10.9%, TRb-SRC2 inh -2.8%, TR SRC2 fluor cs 1.9%, Tau fibril FP -0.4%, Tau fluor cs 1.1% and ALDH1A1 block 2.5%.
For COC(=O)c1c(NC(=O)c2cc(=O)c3ccc(C)c(C)c3o2)sc2c1CCCC2 the results were Tau fibril ThT 2.1%, TRb-SRC2 inh 3.7%, TR SRC2 fluor cs -7.4%, Tau fibril FP -3.6% and Tau fluor cs 0.7%.
COc1ccccc1NC(=O)N(C1CCCC1)C1CCN(C(C)=O)CC1 was read as GLA spleen mod 3.5%, Tau fibril ThT -11.9%, TRb-SRC2 inh 7.2%, TR SRC2 fluor cs -0.8%, Tau fibril FP 3.2%, L3MBTL1 block 10.6%, Tau fluor cs -3.1% and ALDH1A1 block 11.4%.
Cc1nc(-c2ccccc2)cn(O)c1=O was read as GLA spleen mod 3.7%, Tau fibril ThT 0.0%, TRb-SRC2 inh -3.2%, TR SRC2 fluor cs -4.4%, Tau fibril FP 4.9%, L3MBTL1 block 8.0%, Tau fluor cs 0.9% and ALDH1A1 block inconclusive.
For Cc1cccc2cc(CN(Cc3ccc(F)cc3)C(=O)C(F)(F)F)c3nnnn3c12 the results were GLA spleen mod 1.2%, Tau fibril ThT -4.4%, TRb-SRC2 inh -8.8%, TR SRC2 fluor cs -0.8%, Tau fibril FP -12.6%, L3MBTL1 block 0.6%, Tau fluor cs -17.0% and ALDH1A1 block -13.4%.
COCCCNc1nc(-c2ccncc2)nc2ccccc12 was read as GLA spleen mod -0.5%, Tau fibril ThT -9.6%, TRb-SRC2 inh 0.0%, TR SRC2 fluor cs 2.3%, Tau fibril FP -0.6%, L3MBTL1 block -4.1%, Tau fluor cs -9.9% and ALDH1A1 block 8.6%.
For CC(=O)O/N=C1\C(=O)N(Cc2ccc(C)cc2)c2ccccc21 the results were GLA spleen mod 5.4%, Tau fibril ThT inconclusive, TRb-SRC2 inh 3.0%, TR SRC2 fluor cs -2.4%, Tau fibril FP -4.9%, L3MBTL1 block 1.0%, Tau fluor cs -8.1% and ALDH1A1 block inconclusive.

Part of the list above in order of number of heavy atoms, rising.
COCCCNc1nc(-c2ccncc2)nc2ccccc12 was read as GLA spleen mod -0.5%, Tau fibril ThT -9.6%, TRb-SRC2 inh 0.0%, TR SRC2 fluor cs 2.3%, Tau fibril FP -0.6%, L3MBTL1 block -4.1%, Tau fluor cs -9.9% and ALDH1A1 block 8.6%.
For COC(=O)c1c(NC(=O)c2cc(=O)c3ccc(C)c(C)c3o2)sc2c1CCCC2 the results were Tau fibril ThT 2.1%, TRb-SRC2 inh 3.7%, TR SRC2 fluor cs -7.4%, Tau fibril FP -3.6% and Tau fluor cs 0.7%.
For Cc1cccc2cc(CN(Cc3ccc(F)cc3)C(=O)C(F)(F)F)c3nnnn3c12 the results were GLA spleen mod 1.2%, Tau fibril ThT -4.4%, TRb-SRC2 inh -8.8%, TR SRC2 fluor cs -0.8%, Tau fibril FP -12.6%, L3MBTL1 block 0.6%, Tau fluor cs -17.0% and ALDH1A1 block -13.4%.

Other records:
COc1ccc(CCNC(=O)C2CC3Cn4c(nc5cc(C)c(C)cc54)C3N2C)cc1 (stereo not given) was read as GLA spleen mod 2.5%, Tau fibril ThT -8.7%, TRb-SRC2 inh 0.2%, TR SRC2 fluor cs -2.0%, Tau fibril FP 1.7% and Tau fluor cs 4.7%.
Screening Cn1c(N)c(C(=O)COC(=O)C(Cc2ccccc2)NC(=O)c2ccccc2)c(=O)n(C)c1=O (stereo not given) returned GLA spleen mod 0.7%, Tau fibril ThT -10.0%, TRb-SRC2 inh -4.4%, TR SRC2 fluor cs 0.1%, Tau fibril FP -5.0%, Tau fluor cs -12.3% and ALDH1A1 block inconclusive.
COC(=O)/C(=C\c1c[nH]c2ccccc12)NC(C)=O was read as GLA spleen mod 17.6%, Tau fibril ThT -11.3%, Tau fibril FP -4.5%, L3MBTL1 block 29.3%, Tau fluor cs -6.9% and ALDH1A1 block -1.6%.
For Cc1c(C(=O)OCC(=O)c2c(N)n(CC(C)C)c(=O)n(C)c2=O)oc2ccccc12 the results were GLA spleen mod -6.1%, Tau fibril ThT -11.4%, TRb-SRC2 inh -15.9%, TR SRC2 fluor cs -0.5%, Tau fibril FP -5.3%, L3MBTL1 block -0.7%, Tau fluor cs -11.5% and ALDH1A1 block 2.8%.
Screening CCOc1ccc(NC(=O)C(=O)NCCc2csc3nc(-c4ccccc4F)nn23)cc1 returned Tau fibril ThT -9.2%, TRb-SRC2 inh 3.2%, TR SRC2 fluor cs -2.9%, Tau fibril FP -0.8% and Tau fluor cs -7.1%.
Screening Cc1cc(C)c(NS(=O)(=O)c2cc(-c3onc(C)c3C)ccc2C)c(C)c1 returned Tau fibril ThT 3.3%, TRb-SRC2 inh -1.5%, TR SRC2 fluor cs 0.0%, Tau fibril FP inconclusive and Tau fluor cs -8.4%.
For CCCOC(=O)c1ccc(NC(=O)c2nc3nc(C)cc(C)n3n2)cc1 the results were GLA spleen mod -1.9%, Tau fibril ThT -6.2%, TRb-SRC2 inh -7.5%, TR SRC2 fluor cs -7.8%, Tau fibril FP -2.4%, L3MBTL1 block inconclusive, Tau fluor cs 0.4% and ALDH1A1 block inconclusive.
CC1(C)CC(C#N)(N2CCOCC2)CCO1 (stereo not given) was read as GLA spleen mod 4.4%, Tau fibril ThT 2.5%, TRb-SRC2 inh 6.2%, TR SRC2 fluor cs -1.7%, Tau fibril FP -3.3%, Tau fluor cs -3.8% and ALDH1A1 block inconclusive.
For CC(C)(C)c1ccc(/C=C/C(=O)N2CCc3ccccc3C2)cc1 the results were GLA spleen mod 0.5%, Tau fibril ThT inconclusive, TRb-SRC2 inh -14.3%, TR SRC2 fluor cs -2.4%, Tau fibril FP -6.3%, L3MBTL1 block -7.2%, Tau fluor cs -16.7% and ALDH1A1 block -0.9%.
`COc1ccc(C(=O)/C=C/Nc2ccc(C)cn2)cc1OC` gave GLA spleen mod -0.5%, Tau fibril ThT inconclusive, TRb-SRC2 inh 7.0%, TR SRC2 fluor cs -1.4%, Tau fibril FP 2.1%, L3MBTL1 block 1.4%, Tau fluor cs -8.8% and ALDH1A1 block inconclusive.
